Bioassay records: PubChem, several laboratories
PfHsp90 set2: reduces growth (ATP signal) of yeast expressing P. falciparum Hsp90 | S. cerevisiae expressing PfHsp90, BacTiter-Glo ATP, 48 h; yeast lacking PDR1 and PDR3 efflux regulators | inhibition, % at 9.4 µM | 310,000 tested, 0.32% active | AID 504621;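 active = every replicate shows inhibition above about 80%, whatever the replicate mean, limit read from the data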;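 also: 0% = DMSO neutral controls and 100% = 20 µM radicicol positive controls; yeast relying on Plasmodium falciparum Hsp90 in place of its own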
HTR5A ag: HTR5A agonism, opioid heterodimer counter-screen; P47898; HTR5A agonist assay, luminescence, cell-based; activation, % at 9.3 µM; 340,000 tested, 0.61% active; in the data active = activation mostly above about 9.5%, no sharp cut-off; inactive = mostly below about 7.6%;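 also: 0% = cells with vehicle only and 100% = reference agonist; strong numbers were not always called active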
OPRM1-OPRD1 ag: agonists of human mu-delta opioid receptor heterodimerization; cells, OPRM1-OPRD1 heterodimerization, luminescence; AID 504326; activation, % at 9.3 µM; P35372+P41143; 340,000 tested, 0.3% active; in the data active = activation above about 18%;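 also: 0% = vehicle-treated cells and 100% = reference agonist; values of inactives mirror those of a sister screen read the other way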
Ecoli viability: bacterial growth inhibition, counter-screen for AddAB inhibitors. E. coli V3065 growth, OD600 absorbance, 18 h. inhibition, % at 11.9 µM. AID 449728. 330,000 tested, 0.27% active;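 active = inhibition above the campaign's mean inhibition across all tested compounds plus 3 SD, cut at about 9.9% in these data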;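 also: uninfected addAB+ strain grown without phage in ampicillin broth; 0% = DMSO wells and 100% = ciprofloxacin 0.95 µg/ml wells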
phage Ecoli inh: E. coli growth loss with phage present; growth absorbance; inhibition, % at 11.9 µM; 360,000 tested, 0.26% active; in the data active = inhibition above about 11%
DSG3 Ab inh: blocks pemphigus antibody binding to human desmoglein-3. binding (percent of control), % at 10 µM. P32926. 310,000 tested, 0.48% active. DSG3-coupled beads, scFv-anti-DSG3-GFP binding, flow cytometry; stronger effect = lower value. AID 588358;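 active = binding more than 3 SD below its plate's average and above zero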;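 also: hits lower antibody fragment binding to DSG3; some compounds called inactive have numbers as strong as hits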
Target sequence (P32926 whole entry, looked up, the tested form may be a part): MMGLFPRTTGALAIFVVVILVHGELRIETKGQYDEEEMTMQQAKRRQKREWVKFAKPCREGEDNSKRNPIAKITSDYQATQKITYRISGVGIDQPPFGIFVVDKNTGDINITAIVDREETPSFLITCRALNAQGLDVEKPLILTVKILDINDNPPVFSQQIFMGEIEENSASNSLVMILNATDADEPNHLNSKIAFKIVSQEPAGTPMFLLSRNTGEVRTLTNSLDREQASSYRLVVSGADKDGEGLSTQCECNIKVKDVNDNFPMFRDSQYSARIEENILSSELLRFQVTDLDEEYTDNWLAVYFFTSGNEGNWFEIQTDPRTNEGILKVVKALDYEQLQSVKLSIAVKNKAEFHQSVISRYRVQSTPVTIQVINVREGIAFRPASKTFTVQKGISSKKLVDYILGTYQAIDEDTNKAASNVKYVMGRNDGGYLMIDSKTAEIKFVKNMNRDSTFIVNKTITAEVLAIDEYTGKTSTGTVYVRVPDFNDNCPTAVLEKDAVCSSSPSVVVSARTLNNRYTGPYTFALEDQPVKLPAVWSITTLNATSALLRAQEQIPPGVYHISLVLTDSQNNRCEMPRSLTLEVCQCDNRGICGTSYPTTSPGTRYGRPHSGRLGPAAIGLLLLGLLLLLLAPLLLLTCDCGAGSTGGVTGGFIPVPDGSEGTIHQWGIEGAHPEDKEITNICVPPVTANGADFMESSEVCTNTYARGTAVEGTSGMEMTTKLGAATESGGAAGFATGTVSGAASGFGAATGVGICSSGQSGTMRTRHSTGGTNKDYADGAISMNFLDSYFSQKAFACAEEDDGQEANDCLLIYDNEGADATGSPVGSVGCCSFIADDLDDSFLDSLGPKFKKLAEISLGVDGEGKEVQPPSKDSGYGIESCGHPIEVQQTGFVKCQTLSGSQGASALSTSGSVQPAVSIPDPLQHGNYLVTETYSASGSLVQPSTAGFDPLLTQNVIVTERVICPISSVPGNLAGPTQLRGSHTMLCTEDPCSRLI
SUMO Mot1 rescue: inhibitors of SUMOylation pathway: yeast Mot1-301 growth rescue | S. cerevisiae Mot1-301 growth rescue, ATP luminescence, 38.5C; percent above DMSO median, 100 means doubled | growth rescue, % at 18.8 µM | 320,000 tested, 1% active;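 active = every valid replicate shows activation above 250% relative to neutral control wells; inactive = the rest, any valid replicate at or below 250%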;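 also: OY570 slx delta 5 strain wells were the positive control but not used for scaling; some compounds called inactive have numbers as strong as hits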
PKA-R1A activ: activators of PKA-R1A complex | PKA-R1A dissociation, Cy5-IP20 fluorescence polarization; scaled: DMSO 0%, 113 µM cGMP 100% | activation, % at 11.4 µM | 340,000 tested, 0.083% active;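 active = percent activation above the mean of all tested compounds plus 3 SD, cut at about 19% in these data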;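 also: higher means more PKAc released from R1A so a rise in polarization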
AddAB inh: less growth of phage-infected E. coli with AddAB; E. coli expressing H. pylori AddAB, absorbance growth; inhibition, % at 11.9 µM; 330,000 tested, 0.29% active; AID 435030; in the data active = inhibition above about 12%;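 also: 0% = vehicle wells of infected cells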
HTR5A inv ag: counter-screen for OPRM1-OPRD1 inverse agonists: human HTR5A inverse agonism; inhibition, % at 9.3 µM; HTR5A cell line, luminescence; P47898; 340,000 tested, 0.083% active; in the data active = inhibition mostly above about 23%, no sharp cut-off; inactive = mostly below about 18%;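 also: 0% = cells with DMSO and 100% = no-cell wells with DMSO; some compounds called inactive have numbers as strong as hits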
MOR-DOR inv ag: inverse agonist of human OPRM1-OPRD1 heterodimerization | cell-based MOR-DOR heterodimer luminescence, inverse agonism | inhibition, % at 9.3 µM | 340,000 tested, 0.21% active | AID 504357; in the data active = inhibition above about 22%, passing the limit was not always enough;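 also: 0% = cells with DMSO and 100% = wells without cells with DMSO; values of inactives mirror those of a sister screen read the other way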
Active calls of the source: *; nt = not tested or not shown.

SMILES	PfHsp90 set2	HTR5A ag	OPRM1-OPRD1 ag	Ecoli viability	phage Ecoli inh	DSG3 Ab inh	SUMO Mot1 rescue	PKA-R1A activ	AddAB inh	HTR5A inv ag	MOR-DOR inv ag
COc1ccc(N(CC(=O)NC2CCCCC2)C(=O)c2ccc(C)s2)cc1OC	-9	10	2.5	0.9	2.8	100	175	2	3.5	-30	-15
O=C(Nc1cc(=O)[nH]c2ncnn12)c1ccco1	5	4	-3.5	-0.6	2.8	90	78	-9	0.2	-5	18
COc1ccc(CCN2CCCC(CN(C)Cc3cc(OC)c(OC)c(OC)c3)C2)cc1 (configuration not stated)	10	2	-1.0	3.1	0.8	103	-3	2	3.9	-7	5
COc1ccc(N2CCN(C(=O)c3ccc(NS(=O)(=O)c4cccc(F)c4)cc3)CC2)cc1	nt	1	-2.4	1.1	3.0	110	-8	-14	1.0	13	13
Cc1ccc(C)c(NS(=O)(=O)c2cc3c4c(c2)CC(=O)N4CCC3)c1	9	5	0.0	0.3	1.1	nt	2	-9	2.1	-18	0
CC1=CC(=O)N(c2cccc3c(N4C(=O)C=C(C)C4=O)cccc23)C1=O	4	1	-2.6	nt	-2.1	105	nt	9	nt	-4	14
O=C(CCCn1c(=O)[nH]c2ccsc2c1=O)N1CCN(Cc2ccc3c(c2)OCO3)CC1	-8	4	-1.1	0.0	2.0	101	-6	-1	2.5	5	6
CNC(=O)COc1ccc(Nc2nnc(-c3ccc(C)c(S(N)(=O)=O)c3)c3ccccc23)cc1	-23	5	-4.2	0.2	1.4	118	13	3	0.1	-16	20
COC(=O)c1nn(-c2c(C)n(C)n(-c3ccccc3)c2=O)cc1O	-8	3	-1.4	-0.9	2.4	99	5	10	3.2	-5	8
Cc1ccc(C(=O)NC(=S)NCC(=O)c2ccccc2)cc1	-8	1	-1.3	0.3	4.0	-20*	2	4	0.9	-24	8
CC(=O)Nc1ccc(C(=O)OCc2ccc(Br)cc2)cc1	-5	4	-0.2	-1.1	3.8	101	23	-5	3.8	-13	1
CC(C)n1nc(C(=O)Nc2cccc(S(=O)(=O)N3CCOCC3)c2)c2ccccc2c1=O	-15	6	-2.9	-0.3	3.5	nt	-17	-10	0.6	-16	12
Cc1sc(NC(=O)CSc2nnc(C)c(=O)[nH]2)c(C#N)c1C	20	-1	-2.2	0.6	-0.9	106	0	-4	1.5	12	13
COC(=O)[C@@]1(C)[C@H]2C(=O)N(Cc3ccccc3)C(=O)[C@H]2[C@H]2CN(C)C(=NC3CCCCC3)N21	-5	0	-2.5	-0.5	-1.5	100	nt	5	-0.6	-1	13
CC#CCOC(=O)c1c(C)nc2sc3c(c2c1N)CCC(O)C3 (configuration not stated)	18	1	0.8	0.3	3.6	77	-11	-1	0.4	-4	-4
COc1ccc(CN(Cc2cccnc2)S(=O)(=O)c2ccc(-n3cnnn3)c(OC)c2)cc1	-17	-3	-2.0	1.6	0.2	90	9	-17	3.3	-21	14
O=C(OCC(=O)N1CCc2ccccc2C1)c1ccc(O)cc1	-24	-3	-1.8	0.5	4.0	nt	-17	6	0.8	9	7
Cc1occc1-c1n[nH]c(=S)n1C	0	-2	1.3	-1.6	2.7	102	-12	-3	-0.3	6	-8
O=c1[nH]c(O)c(/C=C2\C=Nc3ccc(Br)cc32)[nH]1	-23	6	-1.4	-1.5	2.3	109	-8	8	1.3	-18	7
COc1ccc(OCCSc2nc(C)c(Cc3ccccc3)c(=O)[nH]2)cc1	12	0	0.1	1.2	4.1	92	-4	5	-0.3	14	-1

Compound profiles (already shown). Screens in order: PfHsp90 set2 | HTR5A ag | OPRM1-OPRD1 ag | Ecoli viability | phage Ecoli inh | DSG3 Ab inh | SUMO Mot1 rescue | PKA-R1A activ | AddAB inh | HTR5A inv ag | MOR-DOR inv ag
COc1ccc(N2CCN(C(=O)c3ccc(NS(=O)(=O)c4cccc(F)c4)cc3)CC2)cc1 in the list: nt | 1 | -2.4 | 1.1 | 3.0 | 110 | -8 | -14 | 1.0 | 13 | 13
O=C(OCC(=O)N1CCc2ccccc2C1)c1ccc(O)cc1 in the list: -24 | -3 | -1.8 | 0.5 | 4.0 | nt | -17 | 6 | 0.8 | 9 | 7
O=C(Nc1cc(=O)[nH]c2ncnn12)c1ccco1 in the list: 5 | 4 | -3.5 | -0.6 | 2.8 | 90 | 78 | -9 | 0.2 | -5 | 18

Next part:
SMILES	PfHsp90 set2	HTR5A ag	OPRM1-OPRD1 ag	Ecoli viability	phage Ecoli inh	DSG3 Ab inh	SUMO Mot1 rescue	PKA-R1A activ	AddAB inh	HTR5A inv ag	MOR-DOR inv ag
COC(=O)c1ccccc1NC(=O)NCc1ccncc1	4	4	-1.8	0.8	5.9	99	-5	2	3.9	10	13
O=S(=O)(Nc1ccc(Cl)cn1)c1ccccc1	8	0	-0.9	1.6	2.0	111	-12	-7	1.1	11	5
Cc1ccc(C(=O)NC(Cc2ccc(C(C)(C)C)cc2)C(=O)O)cc1 (configuration not stated)	5	-1	-2.6	0.5	0.6	106	nt	-5	0.4	2	13
Cc1n[nH]c(=O)c2c(NC(=O)CSc3nnc(-c4ccco4)n3C)oc(C)c12	-16	1	-1.8	4.1	0.8	111	-11	-14	2.5	-4	10
CC(=O)OCC(=O)[C@@]1(OC(C)=O)[C@@H](C)C[C@H]2[C@@H]3C[C@H](F)C4=CC(=O)C=C[C@]4(C)[C@@]3(F)[C@@H](O)C[C@@]21C	3	2	-1.9	1.4	2.1	nt	-12	10	-0.8	-5	10
CCSc1nnc(NC(=O)Cn2cnc3ccccc3c2=O)s1	30	1	-1.3	0.5	0.7	101	-12	5	1.5	-3	7
COc1ccc(S(=O)(=O)N2CCCCC2)cc1NC(=O)CN1C(=O)NC(C)(C2CC2)C1=O (configuration not stated)	9	1	-6.2	-2.1	0.5	nt	0	6	-1.0	5	23
COc1cc(-c2nnc(-c3cc(-c4ccccc4)nc4ccccc34)o2)cc(OC)c1OC	1	3	-2.9	nt	-0.5	101	nt	-5	nt	-9	16
Cc1cc2c(cc1S(=O)(=O)CCC(=O)Nc1cccc(C(F)(F)F)c1)OCC(=O)N2	6	3	-3.4	0.4	6.1	nt	0	-2	4.7	18	18
OCCN1CCN(c2nc(-c3ccccc3)c3cc(Br)ccc3n2)CC1	-25	1	3.9	-5.4	-1.7	89	-2	11	-3.0	-4	-20
CCN(CC)S(=O)(=O)c1ccc(C(=O)NCc2ccc3c(c2)cc(C)n3C)cc1	-9	1	-0.4	-1.1	1.7	98	6	-1	-3.6	-21	2
O=C(CSc1nnc(-c2cccs2)o1)OCc1ccccc1	-5	4	-0.3	-1.7	2.7	121	-2	6	-0.9	2	2
COc1cc(C(=O)NCC(=O)OCC(=O)c2ccc[nH]2)cc(OC)c1OC	nt	3	-1.4	-0.1	2.6	103	-2	-2	0.9	-16	8
CCc1ccc(S(=O)(=O)NCCc2csc(-c3cccnc3)n2)s1	-32	-2	1.1	1.3	1.6	80	-1	-6	0.5	-25	-6
CC(C)c1ccc(CN(C(=O)/C=C/c2ccco2)C2CCS(=O)(=O)C2)cc1 (configuration not stated)	1	-1	-0.6	1.0	-2.3	107	-1	-13	1.7	25	3
C=Cn1cc[n+](CC(=O)c2ccc(OC)cc2)c1	-2	3	-4.0	1.5	0.6	119	32	6	2.2	-10	20
O=C(Nc1ccc(F)cc1F)c1c(C(F)(F)F)ccnc1Oc1cccc(C(F)(F)F)c1	6	4	5.7	-2.4	3.2	nt	-16	1	1.4	-20	-28
COc1cccc(C(=O)C2CCCN(C/C=C/c3ccccc3OC)C2)c1 (configuration not stated)	nt	4	3.2	-1.1	1.4	104	nt	3	2.5	13	-17
C[C@@]12C(=O)N(Cc3ccccc3)CC(=O)N1[C@H]1c3ccccc3OC[C@@H]1[C@@H]2c1ccccc1	-48	3	2.5	-1.3	1.3	101	-13	-16	0.7	-13	-15
Cc1cc(N2CCOCC2)nc2ccc(NC(=O)CCC(=O)N3CCN(c4ccc(F)cc4)CC3)cc12	-9	3	2.2	-3.0	2.3	62	-14	2	2.4	-7	-12
Cc1nn(C)c(C(=O)N/N=C/c2cccc(Oc3ccccc3)c2)c1Br	nt	2	3.3	0.5	-0.1	nt	17	-7	2.1	-7	-19
COc1ccc(-c2csc(Nc3ccc(S(=O)(=O)Nc4cc(OC)nc(OC)n4)cc3)n2)cc1	3	4	-2.4	2.1	7.7	116	0	-6	4.1	7	13
COc1ccc(NC(=S)N(CCC(C)C)C2CCN(C(C)C)CC2)cc1Cl	-23	3	-2.0	-1.9	0.1	100	-7	-7	0.8	-12	9
CCOc1ccc(C(CC(=O)O)NC(=O)c2sc3ccccc3c2Cl)cc1 (configuration not stated)	5	-1	-4.5	-1.1	3.3	113	1	5	-0.2	14	21
O=C(C=Cc1ccccc1)c1c[nH]c2ccccc2c1=O	17	-6	1.0	nt	1.0	83	nt	-5	nt	22	-5
CC1CCN(S(=O)(=O)N2CCC(C(=O)O)CC2)CC1	3	3	-1.1	-1.8	0.5	97	4	-1	4.0	-7	5
Cc1csc(SCC(=O)Nc2cc(S(=O)(=O)N3CCCC3)ccc2Cl)n1	1	0	-3.0	0.5	3.2	99	62	-1	3.7	3	15
COc1ccc(CC(C)N2CCN(c3ccccc3OC)CC2)cc1OC (configuration not stated)	-24	7	-1.6	1.8	1.9	104	-10	-4	2.1	-5	9
O=C(COC(=O)Cc1c(F)cccc1Cl)NCCC1=CCCCC1	-8	-6	-0.9	0.5	2.0	106	13	0	3.3	20	5
CCOc1ccc(NC(=O)c2ccccc2OCC(=O)c2ccccc2)cc1	3	-3	3.5	-2.0	0.9	101	121	-4	5.3	18	-17
COc1cc(NC(=O)COC(=O)[C@@H]2CCCN2S(=O)(=O)c2ccc(Cl)cc2)cc(OC)c1OC	-20	5	-3.2	0.1	1.8	126	-4	-1	3.6	-12	16
CCNc1nc(SC(C)C(=O)OC)nc(N2CCOCC2)n1 (configuration not stated)	30	-2	-1.5	-1.6	2.6	102	0	-5	1.9	-2	8
CSc1nc(C)c2c(n1)N(c1ccc(O)cc1)CC2	-2	-10	-1.4	-1.2	3.2	104	-14	-2	2.5	-2	7
COc1cc2c(cc1OC)CN(c1ccc(C(F)(F)F)cn1)CC2	-20	-4	0.1	-0.3	0.6	112	1	-12	2.8	11	-1
NC(=O)C1=C[C@@H](c2coc3ccccc3c2=O)C[C@@H](OCc2ccc(CO)cc2)O1	3	5	0.7	-1.4	3.3	103	11	13	-0.3	11	-4
COc1ccc(OCC(=O)Nc2cc3oc4ccccc4c3cc2OC)cc1	-62	-1	-1.9	-4.1	nt	93	255	-10	-0.8	12	12
COc1ccc(CCC(=O)Nc2ccc(C)c(S(=O)(=O)N(C)C)c2)cc1OC	14	4	-1.4	-1.9	-0.7	110	-2	-6	2.6	-10	7
CCN1CCN(C(c2cccs2)C(C)NC(=S)Nc2cc(C)ccc2C)CC1 (configuration not stated)	5	2	-1.0	-0.8	3.4	89	24	-3	-1.1	-3	5
O=C(COC(=O)c1nn(-c2ccccc2)c(=O)c2ccccc12)NC1CCS(=O)(=O)C1 (configuration not stated)	18	0	-2.9	2.4	nt	105	5	5	3.3	1	15
O=C(CCN1C(=O)S/C(=C\c2cccs2)C1=O)Nc1nccs1	-1	-5	3.6	-1.3	-1.7	93	112	0	1.0	-7	-18
